Screening results: PubChem, National Center for Advancing Translational Sciences (NCATS)
S3 lipid droplet: qHTS Assay for Lipid Storage Modulators in Drosophila S3 Cells; Drosophila S3 cells, BODIPY lipid droplet fluorescence, 18-24 h; cells fed with added oleic acid; lipid storage change, negative = inhibition, % at the top dose, mostly 46.1 µM; hits show Potency in µM; 320,000 compounds, 0.64% hits; active = well fitted inhibition curve with a large enough effect in the signal ratio, with a control signal flat, not every such curve was filed as active; inconclusive = small, poorly fitted or top-dose-only effect, or effect the other way, or a change in a side signal; the % refers to the signal ratio
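Drosophila S3 cells loaded with oleic acid (400 uM, as added) and compounds at several concentrations; lipid droplets imaged by 488-nm laser-scanning cytometry, 500–530 nm intensity and object ratio to cell channel. Percent activity normalized to 20 uM Triacsin C.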
S3 lipid droplet cell count max: further read-out of S3 lipid droplet, marked with its call; cell number change, %; measured here: cell count max response;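 cells counted by Cell Tracker Red CMTPX staining in the red channel; peak over a dose series mostly up to 46.1 µM; percent activity relative to internal control wells on each plate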
An asterisk follows results filed as active; i = inactive; ? = inconclusive; · = no result given; [ ] = another dose, or the depositor's remark. % is scaled to controls: 0 for no effect and ±100 for the full control effect; potency is read from the fitted curve at half-maximal effect. This is a subset; count on the stated rates, not on these rows.

The opening 4 entries (preview)
SMILES	S3 lipid droplet	S3 lipid droplet cell count max
O=C(Nc1ccc2c(c1)C(=O)OC2)c1ccc(Cl)cc1	?	·
Cc1ccc(N2C(=O)C3C4C=CC(CNC(=S)N5CCN(c6cccc(C)c6)C(C)C5)(O4)C3C2=O)cc1 (stereo unspecified)	10%	-4
COc1ccc(N2C(=O)CC(Sc3nc4c(cc3C#N)CCC4)C2=O)cc1 (stereo unspecified)	3%	18
Cc1ccccc1NC(=S)NCCc1ccccc1	?	·

All compounds of this part, repeating the preview:
SMILES	S3 lipid droplet	S3 lipid droplet cell count max
O=C(Nc1ccc2c(c1)C(=O)OC2)c1ccc(Cl)cc1	?	·
Cc1ccc(N2C(=O)C3C4C=CC(CNC(=S)N5CCN(c6cccc(C)c6)C(C)C5)(O4)C3C2=O)cc1 (stereo unspecified)	10%	-4
COc1ccc(N2C(=O)CC(Sc3nc4c(cc3C#N)CCC4)C2=O)cc1 (stereo unspecified)	3%	18
Cc1ccccc1NC(=S)NCCc1ccccc1	?	·
O=C(O)c1cc(-c2cccs2)nn1-c1ccccc1	?	·
O=C(NC1CCCCCC1)C(=S)NC1CCCCC1	?	·
Cc1cc(Cl)ccc1NC(=S)NCc1ccco1	-3%	-9
O=C(c1ccc(CNS(=O)(=O)c2ccc(Br)cc2)cc1)N1CCCCC1	?	·
O=C(Nc1ccc(-n2cnnn2)cc1)c1cc(S(=O)(=O)N2CCCC2)ccc1Cl	?	·
COc1ccc(OCCC(=O)N2CCOCC2)cc1	?	·
CCOC(=O)c1cc(-c2csc(Nc3c(C)cc(C)cc3C)n2)on1	4%	11
Cn1c(SCC(=O)Nc2ccc(NC(=O)c3ccccc3F)cc2)nnc1-c1ccncc1	?	·
CC(=N[C@@H]1CCCC[C@H]1N=C(C)c1ccccc1O)c1ccccc1O	?	·
COc1ccccc1OCC(=O)NCCS(=O)(=O)N1CCN(c2ccccc2)CC1	?	·
CCCOc1ccc(C=Nc2ccc(OC)c(S(=O)(=O)N3CCOCC3)c2)c(O)c1	?	·
C=CCN(CC=C)Cc1ccc(C(=O)OC)o1	?	·
CC1CC(CC(=O)NNc2nc(-c3ccccc3)cs2)C(=O)O1 (stereo unspecified)	10%	4
COc1ccc(N(CC(=O)NCc2ccc(Cl)cc2)S(=O)(=O)c2c(C)nn(C)c2C)cc1	?	·
COc1ccccc1OCCSc1nc(C)c(Cc2ccccc2)c(=O)[nH]1	?	·
CC(C)N(C(=O)COC(=O)c1ccccc1C(=O)N1CCN(c2ccc(F)cc2)CC1)C(C)C	14%	3
N/C(=N\OC(=O)CCC1CCCC1)c1cccc([N+](=O)[O-])c1	3%	-12
Cc1csc(NC(=O)c2ccc(COc3ccccc3)o2)n1	?	·
CCOc1cc(C)nc(N2CCC(C(=O)Nc3ccccc3OCC)CC2)n1	?	·
CCc1nc(N2CCN(c3nc(C)cc(C)n3)CC2)c2oc3ccccc3c2n1	?	·
c1ccc([C@H]2CC3C[C@@H](c4ccccc4)N2O3)cc1	?	·
Cc1cc(F)ccc1S(=O)(=O)N1CCCOC1CNC(=O)C(=O)NCC(C)C (stereo unspecified)	1%	-9
COc1ccc(NS(=O)(=O)c2ccc(C)c(C(=O)N(C)Cc3ccc(C)cc3)c2)cc1	?	·
O=C(Nc1ccccc1N1CCOCC1)c1ccc2c(c1)C(=O)N(Cc1ccncc1)C2=O	?	·
CC(=O)N1CC(C)Sc2ccc(S(=O)(=O)NCCc3ccc(C)cc3)cc21 (stereo unspecified)	6.5µM*	-15*
COc1ccc(NC(=O)c2ccc([N+](=O)[O-])cc2[N+](=O)[O-])c(OC)c1	?	·
O=C(COc1ccc(F)cc1)Nc1nccs1	0%	-16
CC(C)N(C(=O)CSc1n[nH]c(=O)n1CCc1ccccc1)C(C)C	?	·
CCOC(=O)c1nc(C)n(-c2ccc(Cl)cc2Cl)n1	i	·
C=CCSc1nnc(Cc2cc(=O)[nH]c(=O)[nH]2)n1-c1cc(C)ccc1C	-10%	-3
CN(C)C(=O)CN1c2cccc3cccc(c23)S1(=O)=O	?	·
CCn1nc(C(=O)OCC(=O)N(CCC#N)c2ccccc2)c2ccccc2c1=O	?	·
N/C(=N\OC(=O)Cc1cccc2ccccc12)c1ccccn1	?	·
O=C(/C=C/Nc1cccc([N+](=O)[O-])c1)c1cccs1	?	·
CC1C2CC(C/C2=N/NC(=O)c2cccs2)C1(C)C (stereo unspecified)	-1%	-23
Cc1nc(N)sc1-c1csc(Nc2ncccn2)n1	-6%	-10
Cc1cc(C(=O)Nc2ccc(C)c(S(=O)(=O)N3CCOCC3)c2)c2ccccc2n1	?	·
COc1cc(NC(=O)c2cc(C(C)C)on2)cc(OC)c1OC	20%[9.22 µM]	·
COc1cccc(/C=N/n2c(-c3cccs3)n[nH]c2=S)c1	?	·
C=CCn1cc(C(=O)NCc2ccco2)c(=O)c2cc(S(=O)(=O)N3CCCCCC3)ccc21	8%	-24
Cc1ccc(C(C(=O)NC2CCCCC2)N(CCCN2CCOCC2)C(=O)c2snc(C(N)=O)c2N)cc1 (stereo unspecified)	?	·
NC(=O)NC(=O)COC(=O)c1ccc(OC(F)(F)F)cc1	?	·
N#C/C(=C\c1cn(Cc2cccc(F)c2)c2ccccc12)C(=O)NCc1ccco1	?	·
Cn1c(N)c(C(=O)CCl)c(=O)n(C)c1=O	?	·
COc1ccccc1C(=O)OCC(=O)N1CCC(Cc2ccccc2)CC1	?	·
CN1/C(=C\C(=O)COC(=O)c2ccco2)C(C)(C)c2ccccc21	?	·
CCOC(=O)N1CCN(C(=O)CN(Cc2ccc(Cl)cc2)S(=O)(=O)c2ccc(C)cc2)CC1	?	·
COc1ccccc1N(Cc1cc(=O)[nH]c2ccccc12)C(=O)c1ccc([N+](=O)[O-])cc1	-12%	0
COc1ccc2c(c1)C(c1ccccc1)NC(=O)C2 (stereo unspecified)	?	·
O=C(NCCS(=O)(=O)NC1CCCCC1)c1ccccc1	10%	-6
CCOc1ccc(CNC(=O)C2CCCN(S(C)(=O)=O)C2)cc1OC (stereo unspecified)	?	·
CCN(CC(=O)Nc1c(F)cccc1F)C(=O)CCc1nc2cc(S(=O)(=O)N3CCOCC3)ccc2n1C	17%	·
CC(=O)Nc1ccc(SCC(=O)Nc2oc(C)c3c(C)n[nH]c(=O)c23)cc1	24%	·
COc1cccc(OCC(=O)NC2CCCCCC2)c1	15%	-13
O=C(O)c1cccc(N(CCO)CCO)c1	?	·
CC(=O)N/C(=C\c1ccccc1)C(=O)OCc1cc(C)ccc1C	?	·
Next section
SMILES	S3 lipid droplet	S3 lipid droplet cell count max
COc1ccc2c(CC(=O)OCC(=O)Nc3ccccc3[N+](=O)[O-])coc2c1	?	·
O=C1C(Cc2ccccc2)Nc2ncnc(N3CCOCC3)c2N1Cc1ccc(Br)cc1 (stereo unspecified)	?	·
CCc1cccc(N(C(=O)c2csnn2)C(C(=O)NC2CCCC2)c2cccnc2)c1 (stereo unspecified)	?	·
COc1ccccc1Nc1ncccc1C(=O)O	?	·
COCCCNC(=S)Nc1ccc(N2CCCCC2)cc1	-18%	12
CCN(C(=O)CSc1nncs1)c1c(N)n(Cc2ccccc2)c(=O)[nH]c1=O	?	·
CCN(CCCNC(=O)C1CCC(=O)N1C1CCCC1)c1cccc(C)c1 (stereo unspecified)	-25%	-2
Cc1cccc(C)c1NC(=O)CN(C)C(=O)c1ccc2c(=O)n3c(nc2c1)CCC3	?	·
CSc1nnc(N2C(=O)C(O)=C(C(=O)c3ccco3)C2c2cccc(Cl)c2)s1 (stereo unspecified)	-17%	·
Cc1cc(C)c2c(-n3cccc3)c(C(=O)NNS(=O)(=O)c3ccccc3)sc2n1	?	·
CCc1ccc(N/C(SCc2cccc(F)c2)=C(/C#N)C(=O)NCc2ccco2)cc1	-11%	-5
CCOC(=O)C1C(=O)CC(C)(O)C(C(=O)OCC)C1/C=C/c1ccccc1 (stereo unspecified)	0%	21
O=C(CN1C(=O)c2ccccc2S1(=O)=O)NCCSCc1ccccc1Cl	?	·
Cc1ccc(C2C(=O)c3ccccc3C2=O)cc1	?	·
Cc1ccc(NC(=O)C2CCN(S(=O)(=O)c3ccc4c(c3)NC(=O)CO4)CC2)cc1	?	·
CC(NC(=O)Nc1ccc(Cl)cc1)c1ccccc1 (stereo unspecified)	?	·
O=C(COC(=O)[C@@H]1CCCN1S(=O)(=O)c1ccc(Cl)cc1)NCC(F)(F)F	?	·
O=C(CN1C(=O)CCS(=O)(=O)c2ccccc21)Nc1cccc(Cl)c1	1%	-9
O=C(O)CCCCCn1c(SCc2cc(=O)n3cc(Cl)ccc3n2)nc2ccsc2c1=O	?	·
CC(C)NC(=O)COc1nncc2ccccc12	?	·
CCc1ccc(C(=O)Nc2nc3ccccc3[nH]2)cc1	i	-18
N#Cc1c(-c2ccccc2)c(C#N)c2nc3ccccc3n2c1N	-22%	-1
CNS(=O)(=O)c1ccc(NC(=O)c2csc(C)c2)cc1	?	·
COc1ccc(CN2CCN(Cc3cc4ccccc4o3)CC2CCO)c(F)c1 (stereo unspecified)	24%	5
O=S(=O)(c1ccccc1)c1nc(Cc2ccccc2)oc1N1CCOCC1	i	26
Cc1cc(C(=O)COC(=O)c2n[nH]c3ccccc23)c(C)n1CC1CCCO1 (stereo unspecified)	25%	1
CC12CCC(C(=O)N(CC(O)CN3CCCCCC3)C1=O)C2(C)C (stereo unspecified)	4%	-15
CC(=O)c1cnc(Oc2cc(Cl)ccc2Cl)nc1C	6%	13
COc1ccccc1NC(=O)COC(=O)c1ccccc1OCC(=O)Nc1ccc(SC(F)F)cc1	?	·
CCOC(=O)C1=CN(CC2CCCO2)C=C(C(=O)OCC)C1c1ccccc1C(F)(F)F (stereo unspecified)	?	·
CCOc1ccc(N2C(=O)CC(S/C(N)=N/N=C/c3cccs3)C2=O)cc1 (stereo unspecified)	9%	11
CC(=O)CC1(O)C(=O)Nc2ccccc21 (stereo unspecified)	-1%	9
Cn1c(=O)c2c(nc(N3CCCCCC3)n2CCSc2nc3ccccc3o2)n(C)c1=O	?	·
O=C1NC2(CCCCC2)N=C1c1ccc(Br)cc1	i	22
O=C(c1nc2ccccn2c1CNCCCn1ncc2ccccc21)N1CCOCC1	7%	25
Cc1ccc(NN2C(=O)C=C(c3ccc(Cl)cc3)C2=O)cc1	?	·
COc1ccc(CCN(C)Cc2nc(Cc3ccc(OC)c(OC)c3)no2)cc1OC	12%	18
COc1ccc(OCC(=O)Nc2cc(NC(=O)COc3ccc(OC)cc3)cc(C(=O)O)c2)cc1	?	·
COCc1c(C(=O)OCC(=O)N2c3ccccc3NC(=O)C2(C)C)oc2ccccc12	23%	-2
O=C(O)/C=C(\Oc1ccccc1)C1(O)CCCCC1	-13%	14

Rewritten with two lines to a compound: three of the compounds above.
The line under a structure holds: S3 lipid droplet | S3 lipid droplet cell count max
> N#Cc1c(-c2ccccc2)c(C#N)c2nc3ccccc3n2c1N
→ -22% | -1
> CNS(=O)(=O)c1ccc(NC(=O)c2csc(C)c2)cc1
→ ? | ·
> COc1ccc(CN2CCN(Cc3cc4ccccc4o3)CC2CCO)c(F)c1 (stereo unspecified)
→ 24% | 5

A second format for 4 compounds above.
COc1ccc(OCC(=O)Nc2cc(NC(=O)COc3ccc(OC)cc3)cc(C(=O)O)c2)cc1
  S3 lipid droplet: ?; S3 lipid droplet cell count max: ·

C=CCN(CC=C)Cc1ccc(C(=O)OC)o1
  S3 lipid droplet: ?; S3 lipid droplet cell count max: ·

CCCOc1ccc(C=Nc2ccc(OC)c(S(=O)(=O)N3CCOCC3)c2)c(O)c1
  S3 lipid droplet: ?; S3 lipid droplet cell count max: ·

CCOc1ccc(N2C(=O)CC(S/C(N)=N/N=C/c3cccs3)C2=O)cc1 (stereo unspecified)
  S3 lipid droplet: 9%; S3 lipid droplet cell count max: 11

More structures follow.
SMILES	S3 lipid droplet	S3 lipid droplet cell count max
Cc1cc(C)nc(NCCCc2ccccc2)n1	2%	0
COc1ccccc1-n1c(C)c(C(C)=O)c2cc(O)ccc21	?	·
Cc1oc(-c2ccccc2Cl)nc1CS(=O)CC(=O)NCc1ccc2c(c1)OCO2 (stereo unspecified)	4%	-10
Cc1ccc(S(=O)(=O)CC#CCOC(=O)c2ccc([N+](=O)[O-])cc2)cc1	i	-19
COc1ccc(C2=Nc3cccc4cccc(c34)N2)cc1	?	·
Cc1cccc([C@@H]2[C@@H]3C(=O)N(Cc4ccccc4)C(=O)[C@@H]3[C@]3(C)C(=O)N(c4cccc(F)c4)C(=O)N23)c1	i	·
CCCOc1ccc(/C=C2\SC(=S)N(CC3CCCO3)C2=O)cc1 (stereo unspecified)	?	·
COCCNC(=O)C(c1ccc(C)cc1)N(C(=O)CCC(=O)Nc1ccccn1)c1cccc(C)c1 (stereo unspecified)	-150%	10
CCCC(=O)C1=C(O)C(C(=O)OC)C(C)(C)CC1=Nc1ccc(OC)cc1 (stereo unspecified)	i	·
COc1ccc(NC(=O)c2ccc(CNc3c(N4CCCC4)c(=O)c3=O)cc2)cc1Cl	9%	-7
CC(=O)Nc1ccc(-c2cc3ccccc3o2)cc1	?	·
COCCSc1nnc(NC(=O)c2cc(C(=O)OC)cc([N+](=O)[O-])c2)s1	-13%	11
O=C(COC(=O)C12CC3CC(CC(C3)C1)C2)Nc1ccccc1F	?	·
C/C(=N\NC(=O)CN1CCN(Cc2ccccc2)CC1)c1cccs1	6%	9
N#Cc1ccc(-c2nc3cc(Cl)ccc3c(=O)n2O)cc1	i	2
N#CCCSCc1ccc(OCC(=O)O)cc1	i	·
O=C(CN1CCN(c2ccccc2F)CC1)NCc1ccc(Cl)cc1	?	·
Cc1ccc(C(c2nnnn2C2CCCC2)N2c3ccccc3CC2C)cc1 (stereo unspecified)	?	·
O=C(Nc1ccc2oc(=O)ccc2c1)c1ccco1	?	·
